Screens: PubChem BioAssay, The Scripps Research Institute Molecular Screening Center
SRC3 TRFRET art: TR-FRET artefact, counter-screen to PPARgamma/SRC-3 agonist assay; AID 1048; PPARgamma/SRC-3 format; stronger effect = higher value; 0.39% of 99,000 active; TR-FRET ratio at 8 µM; in the data active means TR-FRET ratio above about 2000; further: inactives centre near 1600; reference of the scale not given here
SRC1 TRFRET art: flags TR-FRET format artefacts in PPARgamma SRC-1 recruitment agonist screen. 0.34% of 99,000 active. TR-FRET detection artefact counter-screen, emission ratio; stronger effect = higher value. TR-FRET ratio at 8 µM. AID 1051; in the data active means TR-FRET ratio above about 2300; further: inactives centre near 1800; reference of the scale not given here
An asterisk follows results filed as active. Some of the compounds tested; rates above refer to the full screens.

Start of the listing, in advance, four compounds:
SMILES	SRC3 TRFRET art	SRC1 TRFRET art
COc1ccc(C2CCCN2C(=S)Nc2c(C)cccc2C)cc1OC (stereo not drawn)	1320	1652
Cc1ccc(NCCCCO)cc1C	1609	1701
O=C(Nc1ccc(Cl)c(Cl)c1)Nc1cc(S(=O)(=O)N2CCOCC2)ccc1N1CCCC1	1550	1889
COc1ccc(-c2[nH]ncc2CN(C)CCCN2CCOCC2)cc1F	1582	1873

The list itself (from the top)
SMILES	SRC3 TRFRET art	SRC1 TRFRET art
COc1ccc(C2CCCN2C(=S)Nc2c(C)cccc2C)cc1OC (stereo not drawn)	1320	1652
Cc1ccc(NCCCCO)cc1C	1609	1701
O=C(Nc1ccc(Cl)c(Cl)c1)Nc1cc(S(=O)(=O)N2CCOCC2)ccc1N1CCCC1	1550	1889
COc1ccc(-c2[nH]ncc2CN(C)CCCN2CCOCC2)cc1F	1582	1873
COc1cc(/C=C/C(=O)Oc2coc(CSc3ncccn3)cc2=O)cc(OC)c1OC	1548	1584
CC1CCCCN1C(=O)CCS(=O)(=O)c1cccc2nonc12 (stereo not drawn)	1395	1996
O=S1(=O)CCC(NC(=S)N2CCOCC2)C1 (stereo not drawn)	1610	1701
Nc1nc(N2CCN(c3ccc(Cl)cc3)CC2)n[nH]1	1641	1827
C/C(=N\NC(=O)Cc1ccc(F)cc1)c1ccc(F)cc1	1563	1710
COc1nnc(-c2ccccc2)s1	1580	1827
COc1cc(NC(=S)N2CCC(C(N)=O)CC2)c(OC)cc1Cl	1623	1525
CN1CCN(S(=O)(=O)c2cccc(C(=O)Nc3sc4c(c3-c3nc5ccccc5[nH]3)CCCC4)c2)CC1	1815	2031
Cc1[nH]nc2c1C(c1ccc(O)cc1)C1=C(CC(C)(C)CC1=O)N2 (stereo not drawn)	1450	1720
Cc1ccsc1C(=O)OCC(=O)Nc1c(C)n(C)n(-c2ccccc2)c1=O	1520	1885
CCOC(=O)CC(C(=O)OCC)P(=O)(c1ccccc1)c1ccccc1 (stereo not drawn)	1605	1984
CCCCN(C)C1CCN(C(=S)Nc2cccc(OC)c2)CC1	1522	1610
COc1cccc(/C=N/NC(=O)C(=O)Nc2ccccc2OC(F)(F)C(F)F)c1O	1562	1636
O=C(N/C(=C\c1ccc([N+](=O)[O-])cc1)C(=O)N1CCCCC1)c1ccccc1Br	1701	1856
COc1ccc(C2(C(=O)N3CCCC3)CCOCC2)cc1OC	1679	1769
N=C(N)SCc1cn2ccccc2n1	1525	1788
CCOC(=O)Cc1csc(NC(=S)NC(=O)c2cc(OC)cc(OC)c2)n1	1581	1632
CSc1nsc(N/N=C/c2ccc3c(c2)OCO3)c1C#N	1720	1782
CCOC(=O)/C(C#N)=C/c1ccc(OCC(=O)Nc2ccc(C)c(C)c2)c(OC)c1	1486	1676
CCOC(=O)C1CCCN(S(=O)(=O)c2ccc(NC(C)=O)cc2)C1 (stereo not drawn)	1581	1669
COc1ccccc1OCCC(=O)O	1722	1808
O=C(Nc1c2c(nc3ccccc13)CCCC2)c1ccccc1F	1457	1751
O=C(CC1SC(=O)N(Cc2ccccc2)C1=O)Nc1nccs1 (stereo not drawn)	1580	1873
COc1cccc(C(=O)Cn2c(Br)nc3c2c(=O)n(C)c(=O)n3C)c1	1592	1767
O=C(NN1C(=O)C2C3c4ccccc4C(c4ccccc43)C2C1=O)c1ccc(Cl)cc1 (stereo not drawn)	1579	1968
O=C(c1ccco1)N1CCc2ccccc21	1399	1828
C=CCSC1=NC(=O)/C(=C/c2cccs2)S1	1610	1965
O=C(CSc1ncn[nH]1)NN(c1ccccc1)c1ccccc1	1477	1890
COc1cc(CO)cc(Br)c1OCc1cccnc1	1505	1608
Cn1nc(C(=O)NCc2ccco2)c2ccccc2c1=O	1767	1756
COc1ccc(-c2csc3ncn(-c4ccccc4OC)c(=O)c23)cc1OC	1464	2028
COCCNC(=S)N/N=C1\CC(C)CC(C)(C)C1 (stereo not drawn)	1655	1633
Clc1ccc(-c2csc3ncnc(Cl)c23)cc1	1810	1675
CCN(CC)CCNC(=O)c1c(O)c2cc(OC)c(OC)cc2[nH]c1=O	1658	2002
CCOc1ccc(-n2nc(C(=O)NCCOC)c3ccccc3c2=O)cc1	1461	2059
S=C(NCCc1ccc(Cl)cc1)NCc1ccco1	1725	1801
CCOCCCNC(C(=O)Nc1ccc(OC)c(Cl)c1)c1ccccc1 (stereo not drawn)	1697	1532
C/C=C(\C)C(=O)NCCN1C2=NC[C@@H](Cc3ccccc3)N2C[C@H]1Cc1ccc(O)cc1	1569	1671
Cc1ccc(C(=O)O/N=C/c2ccc(N(C)C)cc2)cc1	1611	1719
C/C(=N\NC(=O)CC#N)c1ccc(Oc2ccccc2)cc1	1493	1667
COCc1cc(/C=N\NC(=O)Cc2ccc(Cl)cc2)ccc1OC	1678	1871
C/C(=N\NC(=O)CN(c1ccccc1)S(C)(=O)=O)c1ccccc1O	1630	1691
Cc1ccc(CN2CCN(Cc3ccc(O)cc3)CC2CCO)o1 (stereo not drawn)	1527	1524
O=C(N/N=C1\CCCc2ccccc21)c1ccccc1Cl	1686	1941
N#Cc1cc(NC2CCCC2)c([N+](=O)[O-])cc1C#N	1587	1777
Cc1cc(F)ccc1NC(=O)C1CCCO1 (stereo not drawn)	1552	1795
Other results
SMILES	SRC3 TRFRET art	SRC1 TRFRET art
COc1ccc(C(=O)COC(=O)c2cccnc2SC)cc1	1682	1980
Cc1ccc(C(=O)C(C)OC(=O)c2ccccc2[N+](=O)[O-])cc1 (stereo not drawn)	1667	1954
NC(CC(=O)O)c1cccc(OCc2ccccc2)c1 (stereo not drawn)	1780	1481
Cc1ccc(C(=O)CSc2nc(-c3ccccc3)ccc2C#N)cc1	1806	2016
O=c1[nH]c(/C=C/c2ccccc2OC(F)F)nc2c1cnn2-c1ccccc1	1618	1942
Cc1cc(C)c(Cn2ncn(-c3ccc(Br)cc3)c2=O)c(C)c1	1441	1442
CN(C)c1ccc(C(=O)OCC(=O)N2CCCCCC2)cc1	1550	1948
COc1ccc(/C=C/C(=O)c2ccc(C)c([N+](=O)[O-])c2)cc1O	1474	1624
CCc1cccc(NC(=O)CCS(=O)(=O)c2cccc3nonc23)c1	1842	1504
CCOC(=O)c1c(C)[nH]c(C)c1C(=O)COC(=O)/C=C/c1ccc(OC(F)F)cc1	1555	1708

Fetched by compound from the entries so far, 7 records:
SMILES	SRC3 TRFRET art	SRC1 TRFRET art
CCc1cccc(NC(=O)CCS(=O)(=O)c2cccc3nonc23)c1	1842	1504
O=c1[nH]c(/C=C/c2ccccc2OC(F)F)nc2c1cnn2-c1ccccc1	1618	1942
COc1ccc(C(=O)COC(=O)c2cccnc2SC)cc1	1682	1980
COc1ccc(/C=C/C(=O)c2ccc(C)c([N+](=O)[O-])c2)cc1O	1474	1624
Cc1ccc(C(=O)CSc2nc(-c3ccccc3)ccc2C#N)cc1	1806	2016
CN(C)c1ccc(C(=O)OCC(=O)N2CCCCCC2)cc1	1550	1948
Cc1cc(C)c(Cn2ncn(-c3ccc(Br)cc3)c2=O)c(C)c1	1441	1442

(more compounds)
SMILES	SRC3 TRFRET art	SRC1 TRFRET art
c1ccc(Cn2ncc3c(NCc4ccco4)ncnc32)cc1	1464	1803
NS(=O)(=O)c1ccc(NC(=S)NC2CCCCCC2)cc1	1552	1792
c1nc(NCCN2CCOCC2)c2sc3nc(N4CCOCC4)c4c(c3c2n1)CCC4	1481	1789
CCN(CC(=O)NC1CCS(=O)(=O)C1)S(=O)(=O)c1ccc(C)c(C)c1 (stereo not drawn)	1584	1943
CN(C)c1ccc(N=Cc2nc(-c3ccccc3)oc2OC(=O)c2ccccc2)cc1	1621	1948
CC1(C)CC(=O)C(C=NCCN2CCN(C3CC(=O)N(c4cccc(Br)c4)C3=O)CC2)=C(O)C1 (stereo not drawn)	1488	2078
CCc1cccc(C)c1NC(=O)C1CC=CCC1C(=O)O (stereo not drawn)	1686	1727
O=C(O)c1cccc(S(=O)(=O)Nc2ccc(S(=O)(=O)N3CCOCC3)cc2)c1	1672	1853
CC(O)CCC(=O)NNC(=S)Nc1ccccc1 (stereo not drawn)	1501	1535
CCn1c(/C(C#N)=N/O)nc2ccccc21	1567	1784
O=C(CN1CCN(Cc2cccc(Cl)c2)C1=O)NCc1cccs1	1600	1747
CC(C)C(=O)c1cn(CC(=O)O)c2ccccc12	1542	1630
Cn1c(N)c(C(=O)COC(=O)c2ccccn2)c(=O)n(C)c1=O	1551	1928
O=C(N/N=C\c1cccc(F)c1)c1ccc(Cn2cc(Br)c([N+](=O)[O-])n2)o1	1688	1599
CCOc1cc2[nH]c(=S)n(CCCN3CCOCC3)c(=O)c2cc1OCC	1311	2004
CCOC(=O)c1c(C)[nH]c(C=C2C(=O)CCCC2=O)c1O	1691	1890
COc1cc(C(=O)N2C(=O)c3cccc(N)c3C2=O)cc(OC)c1OC	1437	1807
CN1N=C(c2ccc(Cl)cc2)CC(c2ccc(Cl)cc2)C1=O (stereo not drawn)	1528	1670
CCOC(=O)CNC(=S)N(Cc1ccccc1)Cc1ccccc1F	1523	1669
O=S(=O)(NCc1ccco1)c1ccc(S(=O)(=O)N2CCCC2)cc1	1534	2027

For convenience, some entries already given.
SMILES	SRC3 TRFRET art	SRC1 TRFRET art
CCOC(=O)c1c(C)[nH]c(C=C2C(=O)CCCC2=O)c1O	1691	1890
COc1cc(C(=O)N2C(=O)c3cccc(N)c3C2=O)cc(OC)c1OC	1437	1807
CN1N=C(c2ccc(Cl)cc2)CC(c2ccc(Cl)cc2)C1=O (stereo not drawn)	1528	1670
CCOC(=O)CNC(=S)N(Cc1ccccc1)Cc1ccccc1F	1523	1669
O=S(=O)(NCc1ccco1)c1ccc(S(=O)(=O)N2CCCC2)cc1	1534	2027

Next part:
SMILES	SRC3 TRFRET art	SRC1 TRFRET art
Cc1ccc(N2CCN(/N=C/C=C/c3ccccc3)CC2)cc1	1491	1481
Cc1c(Cl)cnc(NC(=O)COC(=O)CCC(=O)c2cccs2)c1Cl	1644	1933
Cc1ccc2nc(NCCC(=O)O)nc(-c3ccccc3)c2c1	1485	1882
OCC1(Cc2ccccc2)CCN(Cc2cccc(F)c2F)CC1	1693	1660
C=CCSC(=S)Nc1c(C)n(C)n(-c2ccccc2)c1=O	1503	1812
Cc1ccc(NC(=O)COC(=O)CN2C(=O)NC3(CCCC3)C2=O)cc1S(=O)(=O)N(C)C	1442	1812
O=C(CCSCCC(=O)NCc1ccc(F)cc1)NCc1ccc(F)cc1	1520	1902
O=C(Nc1ccccc1)OCc1cncs1	1788	1947
O=S(=O)(c1ccc(NC(=S)N2CCN(c3ccc(O)cc3)CC2)cc1)N1CCOCC1	1443	2149
O=C(NCC(c1cccnc1)N1CCN(c2ccc(F)cc2)CC1)c1ccco1 (stereo not drawn)	1523	1888
Cc1cccc(NC(=O)Cn2c([N+](=O)[O-])cnc2C)c1C	1440	1909
N#CC1CC(c2ccccc2)=NN1c1ccccc1[N+](=O)[O-] (stereo not drawn)	1522	1724
CN(CC1COc2ccccc2O1)C(=S)Nc1ccccc1F (stereo not drawn)	1657	1914
CCN(CC)c1ccc(/C=C(\C#N)C(N)=O)cc1	1791	1888
CC1(C)Cc2ccccc2-c2nnc(-c3ccccc3)n21	1432	1679
COCCCNC(=O)c1ccccc1Sc1ccc(NC(C)=O)nc1	1667	1743
Cc1cc(/C=C2/NC(=O)N(Cc3ccccc3F)C2=O)c(C)n1-c1ccccn1	1690	1836
CCC(=O)NC(c1ccc(OC)cc1)c1cc(Cl)c2cccnc2c1O (stereo not drawn)	1499	1746
O=C1C=C(NCc2ccccc2)CCC1	1570	1796
O=C(COC(=O)/C=C/c1ccc(F)cc1)Nc1ccccc1-c1ccccc1	1344	1684
Cc1ccccc1COc1ccc(/C=C(\C#N)C(N)=O)cc1	1564	1667
Nc1nc(Cl)cc(N2CCCC2)n1	1362	1845
CN(CCCNC(=O)c1cc2c(Cl)nc3ccccc3c2s1)Cc1ccccc1	1523	1654
COc1ccccc1C(=O)NCC(=O)N/N=C/c1ccc([N+](=O)[O-])cc1	1472	1638
CCOC(=O)C1=C(c2ccccc2)NC(=O)NC1c1cc(Br)c(O)c(OC)c1 (stereo not drawn)	1607	1820
C=CCCCCc1nc2ccccc2c(=O)n1N	1726	1498
COc1cc(NC(=O)c2cccs2)c(C(=O)OCC(=O)c2cc(C)n(-c3ccc(F)cc3)c2C)cc1OC	1505	1769
CC(=O)c1c(C)[n+]([O-])c2ccc3c(non3O)c12	1809	1946
N#Cc1ccc(/C=C\c2nccc3c2[nH]c2ccccc23)cc1	1626	1668
Cc1cc(/C=N/NC(=O)c2cccs2)c(C)n1-c1cnccn1	1508	1742
S=C(Nc1ccccc1Cl)N(CCCN1CCOCC1)Cc1ccccn1	1896	1977
C/C(=C/c1ccccc1)C(=O)N1CC(C)OC(C)C1 (stereo not drawn)	1624	1811
O=C(Cc1c(O)c2ccccc2[nH]c1=O)NC1CCCCCC1	1562	1726
Cc1ccc(S(=O)(=O)NCCC(=O)Nc2cccc(Cl)c2)cc1	1531	1693
COc1ccc(-n2cc(-c3ccccc3)c3c(N4CCOCC4)ncnc32)cc1	1521	1899
Cc1c(-c2ccnc3cc(C(=O)O)nn23)cnn1C	1305	1875
C=CCc1cc(Cl)ccc1OCCOCCNCCOC	1583	1666
CCOc1ccc(NC(=O)[C@@H](NC(=O)OCc2ccccc2)[C@@H](C)CC)cc1	1487	1784
Cc1ccc2nc(NC(=O)C3CCN(S(=O)(=O)c4cccc5nsnc45)CC3)sc2c1	1634	2043
CCOC(=O)c1sc2nc(CSc3ccccc3)nc(NCCN(C)C)c2c1C	1627	1777
CN1CCN(C(=O)CSc2nc(-c3ccncc3)ccc2C#N)CC1	1564	1874
CCOC(=O)c1oc2c(CN3CCN(C)CC3)c(O)ccc2c(=O)c1-c1ccc(Br)cc1	1543	1762
O=[N+]([O-])c1cccc(/C([O-])=C(/C(=S)Nc2ccccc2F)[n+]2ccccc2)c1	1456	2015
CSc1ccc(CN2CCC(CO)(Cc3ccc(Cl)cc3)CC2)cc1	1672	1952
O=C(Nc1ccc(O)cc1)c1cccc(Oc2ccc([N+](=O)[O-])cc2)c1	1622	1972
O=C(CN1CC(c2ccccc2)CC1=O)Nc1ccc2c(c1)OCO2 (stereo not drawn)	1664	2022
